# DNMT1 block: blocks human DNA methyltransferase DNMT1 | DNMT1 molecular beacon, Hinp1I cleavage, fluorescence | P26358 | hit rate 0.83% among 360,000 | inhibition (reported as % activation of signal), % at 10 µM; in the data active means inhibition above about 50%
# NadD inh: inhibitors of Staphylococcus aureus NadD; inhibition, % at 20 µM; purified NadD enzyme, colorimetric absorbance read-out; hit rate 0.78% among 360,000; in the data active means inhibition above about 26%; further: some compounds past the cut are filed as inactive
# CendR NRP1 mod: alters CendR peptide binding to human NRP-1 | O14786 | AID 602438 | hit rate 0.85% among 360,000 | inhibition, % at 25 µM | FAM-RPARPAR peptide binding to NRP-1, fluorescence polarization;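 active means inhibition or corrected inhibition above about 18%, plus a signal ratio from 0.5 to 1.5, limit read from the data, passing the limit was not always enough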; further: strong numbers were not always called active
# Rpn11 inh: blocks the human proteasome subunit Rpn11; O00487; human 26S proteasome, Ub4-pepOG fluorescence polarization; 20S core pre-blocked with epoxomicin; calls only at 20 µM; hit rate 0.59% among 360,000; AID 588493;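 active means inhibition at 20 µM, scaled to each plate's controls, above about 33%, limit read from the data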
# Target sequence (O00487 whole entry, looked up): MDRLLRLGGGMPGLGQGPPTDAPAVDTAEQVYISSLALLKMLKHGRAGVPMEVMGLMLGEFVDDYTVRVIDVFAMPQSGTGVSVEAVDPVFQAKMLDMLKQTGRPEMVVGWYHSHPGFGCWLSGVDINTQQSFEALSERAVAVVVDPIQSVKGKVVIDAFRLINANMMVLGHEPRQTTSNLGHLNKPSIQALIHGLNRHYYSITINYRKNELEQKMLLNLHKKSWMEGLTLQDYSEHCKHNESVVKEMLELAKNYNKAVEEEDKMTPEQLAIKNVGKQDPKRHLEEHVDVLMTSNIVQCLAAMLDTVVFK
# SKN-1 inh: C. elegans SKN-1 inhibition; hit rate 0.49% among 360,000; inhibition, % at 21.8 µM; C. elegans VP596 Pgst-4::GFP/RFP ratio, acrylamide-induced, 24 h; AID 624304;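 active means interference check ratio from 0.5 to 1.5 plus GFP to RFP signal ratio inhibition reaching or exceeding a fixed threshold, cut at about 30% in these data, passing the limit was not always enough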; further: some compounds called inactive have numbers as strong as hits
# MT1-MMP act inh: blocks activation of human MT1-MMP; AID 651647; HT1080 RFP-PRO-GFP cells, GFP/RFP ratio fluorescence, overnight; percent of plate control window, DMSO zero; hit rate 0.061% among 360,000; GFP/RFP ratio change, % at 20 µM; P50281;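 active means GFP/RFP ratio change of at least 30% with cell ATP level not reduced by more than half and red fluorescence within 50% of control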; further: strong numbers were not always called active
#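 Material – HT1080 RFP-PRO-GFP cells · Control set – DMSO wells and RFP-L50D-GFP cells · Incubation – overnight cell settling, then overnight compound exposure, 37 °C, 5% CO2 · Compound dosing – single-point 20 µM compound, 1% DMSO · Read-out – GFP/RFP fluorescence ratio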
# STEP block: blocks human striatal-enriched tyrosine phosphatase | recombinant STEP, OMFP fluorogenic substrate, fluorescence | hit rate 0.25% among 360,000 | inhibition, % at 20 µM;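 active means inhibition at 20 µM, scaled per plate between control wells, above about 37%, limit read from the data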;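 further: 0% = DMSO with enzyme and substrate and 100% = substrate only without enzyme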
#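 material = STEP tyrosine phosphatase | reagent = fluorogenic phosphatase substrate OMFP at 25 µM final | doses = single compound dose of 20 µM, 1% DMSO final | schedule = 20 min reaction, room temperature, in the dark | measured by = fluorescence, 480/540 nm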
# Scp1 inh: inhibitors of human Scp-1 phosphatase | inhibition, % at 20 µM | AID 493091 | hit rate 0.88% among 340,000 | Recombinant Scp1, phosphopeptide, malachite green phosphate absorbance | Q9GZU7;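 active means inhibition above about 50% at 20 µM, limit read from the data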;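 further: plate controls were DMSO wells with enzyme for no effect and wells lacking enzyme for full effect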
# Target sequence (Q9GZU7 76-261 limits assumed): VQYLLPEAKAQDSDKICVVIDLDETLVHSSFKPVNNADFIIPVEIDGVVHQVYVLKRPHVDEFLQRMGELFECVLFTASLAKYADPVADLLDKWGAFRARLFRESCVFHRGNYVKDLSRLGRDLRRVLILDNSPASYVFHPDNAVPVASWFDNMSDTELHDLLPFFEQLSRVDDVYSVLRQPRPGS
#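 Assay system: SCP-1 catalytic fragment, aa 76-261 | Buffer or medium: Tris acetate buffer pH 5.5 with MgCl2 and Tween-20 | Compound: One concentration, 20 µM, with 1.0% DMSO | Also added: Phospho 17-mer peptide substrate | Signal: Absorbance at 630 nm | Incubation: 45 min enzyme reaction at room temperature | Measure: % inhibition of SCP-1 phosphate liberation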
# SUMO1-SIM PPI: SUMO1-SIM interaction modulation; P63165; SUMO1 binding to a labelled peptide, TR-FRET, 1 h; inhibition, % at 20 µM; hit rate 0.33% among 360,000; AID 602429; in the data active means inhibition above about 37%
# Target sequence (P63165 whole entry, looked up): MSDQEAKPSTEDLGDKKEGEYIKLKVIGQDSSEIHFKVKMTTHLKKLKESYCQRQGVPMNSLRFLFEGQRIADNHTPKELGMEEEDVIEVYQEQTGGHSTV
# LMPTP inh: blocks human LMPTP phosphatase. P24666. recombinant LMPTP-A, OMFP fluorogenic substrate, fluorescence intensity. inhibition, % at 20 µM. hit rate 0.22% among 360,000. AID 651560;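 active means compounds that cut the enzyme signal by at least half of the control window in the single-dose screen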;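 further: plate controls were DMSO wells with enzyme plus substrate for no effect and substrate without enzyme for full effect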
# Target sequence (P24666 whole entry, looked up): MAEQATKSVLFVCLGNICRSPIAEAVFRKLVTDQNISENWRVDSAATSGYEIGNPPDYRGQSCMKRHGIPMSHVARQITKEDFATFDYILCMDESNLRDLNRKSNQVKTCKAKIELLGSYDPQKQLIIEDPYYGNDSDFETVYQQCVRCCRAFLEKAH
#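 Assay system: LMPTP-A enzyme. Input: 0.625 nM LMPTP-A final. Probe or stimulus: 400 µM OMFP. Compound dosing: single 20 µM dose. Schedule: 50 min dark incubation at room temperature. Detection: fluorescence intensity of OMFP turnover product. Read-out: percent inhibition versus substrate-only and uninhibited controls. Benchmarks: no-enzyme low control, uninhibited high control.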
# * = called active by the depositor; i = inactive; x = no result given; + = active, no number.
SMILES,DNMT1 block,NadD inh,CendR NRP1 mod,Rpn11 inh,SKN-1 inh,MT1-MMP act inh,STEP block,Scp1 inh,SUMO1-SIM PPI,LMPTP inh
CC(O)CSc1nc2c(c(=O)[nH]c(=O)n2C)n1Cc1ccccc1Cl (stereo not given),0,-3,-1,i,14,-3,0,-8,14,-0.1
Cc1ccccc1-n1c(=O)cc(N2CCCCCC2)[nH]c1=O,-7,0,-2,i,5,-2,2,-13,5,-0.8
CN1/C(=C\C(=S)Nc2ccccc2)C(C)(C)c2ccccc21,-7,4,-27,i,29,17,-2,-13,-1,-0.5
COc1ccc(Cl)cc1NC(=S)NCCCN1CCCC1=O,-3,-12,-4,i,3,1,-1,-6,-1,-0.2
COc1cc(OC)c(S(=O)(=O)NCc2cccnc2)cc1NC(C)=O,0,7,-14,i,-4,1,2,-3,-2,-1.1
CCNC(=S)NNC(=O)c1cc(-c2ccc(OC)cc2)nc2ccccc12,-3,2,8,i,-1,1,1,-1,-8,-0.3
CCCCCc1nc(-c2nonc2N)no1,9,-5,0,i,-19,-2,0,22,10,-0.5
CCOC(=O)c1cc2c(ccn2C)n1CC(=O)Nc1ccc(F)cc1,1,-2,1,i,-6,-3,3,2,4,0.6
O=c1c2c(-c3cccs3)csc2ncn1-c1ccccc1,1,-1,-17,i,5,2,5,-11,-8,0.1
Cc1ccn(-c2ccc([N+](=O)[O-])cc2)n1,3,-5,3,i,10,4,2,3,-29,-1.3

# The last four records of the part before lead into the next:
SMILES,DNMT1 block,NadD inh,CendR NRP1 mod,Rpn11 inh,SKN-1 inh,MT1-MMP act inh,STEP block,Scp1 inh,SUMO1-SIM PPI,LMPTP inh
CCCCCc1nc(-c2nonc2N)no1,9,-5,0,i,-19,-2,0,22,10,-0.5
CCOC(=O)c1cc2c(ccn2C)n1CC(=O)Nc1ccc(F)cc1,1,-2,1,i,-6,-3,3,2,4,0.6
O=c1c2c(-c3cccs3)csc2ncn1-c1ccccc1,1,-1,-17,i,5,2,5,-11,-8,0.1
Cc1ccn(-c2ccc([N+](=O)[O-])cc2)n1,3,-5,3,i,10,4,2,3,-29,-1.3
CCOc1ccc(N2CC(C(=O)N3CC(C)OC(C)C3)CC2=O)cc1 (stereo not given),8,-4,10,i,7,0,-1,-5,2,-0.5
CSc1sc(C(=O)NC(=O)NCc2ccncc2)c(C)c1-c1ccon1,2,1,5,i,3,-1,0,-3,-6,0.1
CC(C)CN(C(=O)c1cccc(S(=O)(=O)N2CCN(c3ccc(F)cc3)CC2)c1)C1CCS(=O)(=O)C1 (stereo not given),-7,-1,1,i,7,-3,-1,-10,3,-0.2
O=C(CC1CC2CCC1C2)NCCc1ccc(Cl)cc1 (stereo not given),-3,-4,7,i,19,-2,-1,-3,1,0.5
CC(C)(C)OC(=O)N[C@H]1C=C[C@@H](OC(=O)CC(=O)OCC(F)(F)F)C1,2,3,5,i,-10,2,1,4,0,0.7
C[C@@H]1CCC[C@@]2(O[C@H](CCO)C[C@@H](O)[C@@H]2O)O1,3,1,-3,i,15,4,-4,-8,5,-1.4
CN(Cc1ccc(Cl)c(Cl)c1)C(C(=O)NCc1ccccc1)c1ccco1 (stereo not given),x,x,-10,x,3,-15,x,x,9,4.1
Cc1ccc(S(=O)(=O)N2CCCC(C(=O)N3CCCc4ccccc43)C2)cc1 (stereo not given),-5,-7,4,i,-4,-3,-1,-9,1,-0.1
CCOC(=O)NNC1CC(=O)N(c2ccccc2)C1=O (stereo not given),3,-3,0,i,-2,0,2,-2,-1,-1.9
CCN(CC)c1ccc(/C=N/NC(=O)c2ccc([N+](=O)[O-])cc2)cc1,12,1,15,i,4,2,1,-1,-11,1.0

# 3 entries from above, sorted by count of non-hydrogen atoms, high to low.
SMILES,DNMT1 block,NadD inh,CendR NRP1 mod,Rpn11 inh,SKN-1 inh,MT1-MMP act inh,STEP block,Scp1 inh,SUMO1-SIM PPI,LMPTP inh
CC(C)(C)OC(=O)N[C@H]1C=C[C@@H](OC(=O)CC(=O)OCC(F)(F)F)C1,2,3,5,i,-10,2,1,4,0,0.7
CCOC(=O)NNC1CC(=O)N(c2ccccc2)C1=O (stereo not given),3,-3,0,i,-2,0,2,-2,-1,-1.9
C[C@@H]1CCC[C@@]2(O[C@H](CCO)C[C@@H](O)[C@@H]2O)O1,3,1,-3,i,15,4,-4,-8,5,-1.4

# Going on with the list:
SMILES,DNMT1 block,NadD inh,CendR NRP1 mod,Rpn11 inh,SKN-1 inh,MT1-MMP act inh,STEP block,Scp1 inh,SUMO1-SIM PPI,LMPTP inh
N#Cc1ccc(-c2ccco2)nc1SCc1ccccc1,-3,13,-3,i,18,-2,3,-12,12,2.5
COc1cc(OC)cc(-c2sc3ccc(OC)cc3c2-c2ccc3cc[nH]c3c2)c1,-18,-2,4,i,-2,3,-2,-8,-6,2.4
Cc1ccccc1NC(=O)OCc1cccnc1Oc1ccc(Cl)cc1,-6,6,12,i,18,-5,-2,-3,-3,-0.3
Cc1cc2ncc(-c3ccccc3)nc2cc1C,1,-6,18,i,15,3,-1,-10,-32,-0.3
O=C(c1cnc2n(c1=O)CCS2)N1CCN(c2ccc(Cl)c(Cl)c2)CC1,2,3,-1,i,21,2,0,-3,-2,1.0
COc1ccc(OC)c(C2CC(=O)N3CN(c4ccc(C)c(Cl)c4)CSC3=C2C#N)c1 (stereo not given),-17,16,-11,i,0,4,2,-16,5,4.3
O=[N+]([O-])/C=C1\C=CC=CN1Cc1ccc(Cl)cc1,3,0,6,i,3,2,3,-7,-16,-1.6
Cc1ccccc1OCC(=O)N/N=C/c1ccccn1,2,-4,7,i,-14,-1,0,-1,0,-2.1
Cc1ccc(-c2nnc(SC(C)C(=O)NCC3CCCO3)nc2-c2ccc(C)cc2)cc1 (stereo not given),5,-5,8,i,3,-7,0,2,-24,1.4
COc1ccc(N(C)C(=O)CN(C)S(=O)(=O)c2ccc3c(c2)c(=O)n(C)c(=O)n3C)c(OC)c1,3,4,16,i,-15,1,-2,-7,4,-3.4

# Looked up one by one from above (2):
SMILES,DNMT1 block,NadD inh,CendR NRP1 mod,Rpn11 inh,SKN-1 inh,MT1-MMP act inh,STEP block,Scp1 inh,SUMO1-SIM PPI,LMPTP inh
Cc1ccccc1OCC(=O)N/N=C/c1ccccn1,2,-4,7,i,-14,-1,0,-1,0,-2.1
O=[N+]([O-])/C=C1\C=CC=CN1Cc1ccc(Cl)cc1,3,0,6,i,3,2,3,-7,-16,-1.6

# (next part)
SMILES,DNMT1 block,NadD inh,CendR NRP1 mod,Rpn11 inh,SKN-1 inh,MT1-MMP act inh,STEP block,Scp1 inh,SUMO1-SIM PPI,LMPTP inh
O=C(O)c1ccc(Cl)c(NC(=S)NC(=O)c2ccccc2[N+](=O)[O-])c1,-5,-3,13,i,8,3,3,-8,-13,-1.9
O=C(c1ccco1)N1CCCC(c2nc(-c3ccc(S(=O)(=O)NCc4ccccc4)cc3)no2)C1 (stereo not given),-2,-7,-7,i,-10,-8,-1,-11,-4,0.3
CCCCCn1c(CN2CCN(Cc3ccccc3)CC2)nc2c1c(=O)[nH]c(=O)n2C,0,0,-2,i,5,-5,-2,-11,11,-1.5
N#Cc1cc(-c2ccccc2)cn(Cc2c(Cl)cccc2Cl)c1=O,6,2,-4,i,13,-1,1,-8,29,1.6
CCn1cc(CN(C)S(=O)(=O)c2ccc3ccccc3c2)c(C)n1,0,1,7,i,8,-8,0,0,-3,0.4
COc1cccc(C2C(C(N)=O)=C(C)Nc3nc(CCCO)nn32)c1 (stereo not given),3,-1,3,i,-6,-3,-2,8,3,0.2
COc1ccc(CCN2C(=O)C3C(C2=O)C2C=CC3C23CC3)cc1OC (stereo not given),-3,-7,7,i,4,7,2,-4,1,-0.5
COc1ccc(-c2nn(-c3ccccc3)cc2C(=O)Nc2cccc(C(=O)O)c2)cc1[N+](=O)[O-],-4,10,-6,i,-11,1,-1,-9,-1,-0.3
O=S(=O)(Nc1ccon1)c1ccc(Br)s1,5,-2,-16,+,11,-6,0,-2,-2,-1.7
CCS(=O)(=O)N1CCC(C(=O)Nc2ccc(C(C)=O)cc2)CC1,1,0,-4,i,-7,0,0,-2,2,-1.4
Cc1nc(NC2=NCN(Cc3cccnc3)CN2)nc2ccccc12,-1,0,-5,i,-11,2,15,-8,2,-2.5
CCN(C(=O)CSc1nc2cc(S(=O)(=O)N(CC)CC)ccc2n1CC)C1CCS(=O)(=O)C1 (stereo not given),-2,-4,6,i,-4,-4,-2,-11,-4,-1.1
O=C(CCN1C(=O)c2ccccc2C1=O)N1CCN(c2ccccn2)CC1,7,-1,-7,i,-12,1,9,1,-1,-0.4
Cc1nc(SCC(=O)N(CC(C)C)C2CCS(=O)(=O)C2)c2ccccc2n1 (stereo not given),0,0,1,i,12,-7,-2,-4,0,-2.1
CN(C)c1ccc(CNC(=O)/C=C/[C@H]2O[C@@H](n3cnc4c(NC(=O)c5ccccc5)ncnc43)[C@H](O)[C@@H]2O)cc1,-2,2,4,i,-6,-1,-2,x,-5,0.3
